Compound activity (PubChem BioAssay)
LANA DNA inh: blocks KSHV LANA C-terminal domain binding to DNA | inhibition, % at 9 µM | actives 0.078% (n = 340,000) | MBP-C-LANA/FAM-LBS DNA binding, fluorescence polarization;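 active = highest replicate inhibition at or above 60% at 9 µM, even if other replicates fall short; inactive = all replicates below 60% inhibition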;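 note: 0% = neutral control wells and 100% = 4 µM acridine orange control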
Arr AP2 block: inhibitors of human beta-arrestin and AP2 interaction; FITC-arrestin peptide / GST-AP2 beads, flow cytometry; AP2 beta2 appendage carries R879A mutation; inhibition, % at 10 µM; actives 0.31% (n = 340,000); AID 504490;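 active = inhibition above a set limit, near 3 SD of compounds lacking own fluorescence, cut at about 54% in these data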;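 note: plate controls were DMSO wells for no effect and 5 µM unlabelled arrestin peptide for full effect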
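System: GST-AP2 R879A glutathione beads. Medium: PBS with 0.05% Tween 20 and 0.1% BSA. Also added: FITC-arrestin peptide, 50 nM. Incubation: 12 min plus 1 h, RT. Measured by: high-throughput flow cytometry of beads, ex 488, em 535 nm. Evaluation: percent drop in bead-associated FITC signal.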
NSD2 inh: blocks human histone methyltransferase NSD2; NSD2 peptide methylation, AlphaScreen, 120 min; inhibition, % at 12.5 µM; actives 0.54% (n = 310,000); AID 743445; in the data active = inhibition above about 50%
Target sequence (O96028 whole entry, looked up): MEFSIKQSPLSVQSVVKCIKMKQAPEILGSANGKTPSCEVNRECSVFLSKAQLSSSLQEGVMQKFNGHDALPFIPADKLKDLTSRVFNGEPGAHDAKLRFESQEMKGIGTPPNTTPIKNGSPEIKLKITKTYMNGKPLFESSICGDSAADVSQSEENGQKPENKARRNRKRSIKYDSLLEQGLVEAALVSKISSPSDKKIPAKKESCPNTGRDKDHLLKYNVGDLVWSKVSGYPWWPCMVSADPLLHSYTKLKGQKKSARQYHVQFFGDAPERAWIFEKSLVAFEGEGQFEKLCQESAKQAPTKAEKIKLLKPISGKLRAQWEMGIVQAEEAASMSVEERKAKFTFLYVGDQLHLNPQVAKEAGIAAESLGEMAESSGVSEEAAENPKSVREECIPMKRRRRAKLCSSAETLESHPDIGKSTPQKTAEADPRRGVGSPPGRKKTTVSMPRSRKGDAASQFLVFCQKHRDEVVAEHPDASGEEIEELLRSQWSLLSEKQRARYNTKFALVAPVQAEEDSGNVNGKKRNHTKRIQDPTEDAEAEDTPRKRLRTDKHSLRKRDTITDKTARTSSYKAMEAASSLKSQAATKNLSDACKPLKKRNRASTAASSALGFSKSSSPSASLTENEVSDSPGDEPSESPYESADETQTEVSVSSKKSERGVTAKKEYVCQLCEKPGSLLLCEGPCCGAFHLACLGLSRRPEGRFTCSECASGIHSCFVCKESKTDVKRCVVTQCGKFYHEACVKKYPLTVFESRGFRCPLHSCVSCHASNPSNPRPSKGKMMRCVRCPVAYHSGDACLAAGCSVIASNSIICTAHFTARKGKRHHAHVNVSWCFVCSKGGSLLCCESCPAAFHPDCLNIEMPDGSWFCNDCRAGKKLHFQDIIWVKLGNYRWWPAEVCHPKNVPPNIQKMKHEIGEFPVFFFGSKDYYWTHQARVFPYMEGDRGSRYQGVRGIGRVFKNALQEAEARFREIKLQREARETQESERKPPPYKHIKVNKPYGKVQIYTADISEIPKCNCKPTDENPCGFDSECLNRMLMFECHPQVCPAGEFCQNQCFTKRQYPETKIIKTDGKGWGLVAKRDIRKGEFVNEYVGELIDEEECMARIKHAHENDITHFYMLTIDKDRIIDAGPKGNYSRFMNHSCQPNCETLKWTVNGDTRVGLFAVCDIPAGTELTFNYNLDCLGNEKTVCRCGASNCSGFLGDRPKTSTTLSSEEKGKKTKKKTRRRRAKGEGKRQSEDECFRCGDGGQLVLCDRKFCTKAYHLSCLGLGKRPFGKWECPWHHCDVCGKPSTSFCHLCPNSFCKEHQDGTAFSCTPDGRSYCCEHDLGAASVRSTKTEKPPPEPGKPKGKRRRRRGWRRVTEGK
Cardiac RTF inh: cardiac RTF calcium desensitization; P19429+P45379; IANBD-labeled cardiac RTF, Ca2+ fluorescence; inhibition, % at 7.15 µM; actives 0.12% (n = 340,000); AID 493244;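 active = inhibition above the mean inhibition of all tested compounds plus 3 SD, cut at about 17% in these data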;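 note: assay run at fixed EC70 calcium of 1.6 mM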
Keap1-Nrf2 PPI: disrupts human Keap1 binding to Nrf2 peptide | Q14145 | Keap1 Kelch-Nrf2 peptide fluorescence polarization, 1536-well | inhibition, % at 9.4 µM | actives 0.15% (n = 340,000) | AID 504523; in the data active = inhibition above about 12%;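 note: human Keap1 Kelch domain with fluorescein labeled Nrf2 9mer peptide probe; 0% = neutral control wells and 100% = peptide positive control; higher means more block of Keap1 binding to Nrf2 peptide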
PKA-R2B act: PKA-R2B complex activation. P22694+P31323. PKA-R2B holoenzyme dissociation, Cy5-IP20 fluorescence polarization; R2B truncated from residue 108, S112A mutant; 0% DMSO only, 100% 113 µM cGMP. activation, % at 11.4 µM. actives 0.079% (n = 340,000). AID 504700;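 active = activation above a cutoff set at the mean over all compounds plus 3 SD, cut at about 18% in these data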;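 note: higher means more holoenzyme dissociation and a rise in polarization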
SR-BI uptake up: enhances SR-BI lipid uptake from DiI-HDL. CHO ldlA[mSR-BI] cells, DiI-HDL uptake fluorescence, 3 h; 100 = double the neutral-control signal. activation, % at 12.5 µM. actives 0.096% (n = 320,000);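 active = mean replicate activation of at least 60% and every replicate at or above 60%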;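 note: 0% = median plate neutral-control signal and 100% = twice that signal; values of inactives mirror those of a sister screen read the other way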
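Material – SR-BI-overexpressing, LDLR-lacking CHO cells · Medium – BSA-supplemented, HEPES-buffered Ham's F12, pH 7.4 · Doses – single concentration · Times – compound with DiI-HDL co-incubation, 3 h at 37 °C · Measured by – bottom-read fluorescence, 550/595 nm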
PvdQ acylase: P. aeruginosa PvdQ acylase inhibition. purified PvdQ acylase, fluorescence plate reader. inhibition, % at 10 µM. actives 0.063% (n = 340,000); in the data active = inhibition above about 30%, passing the limit was not always enough;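 note: 0% = vehicle neutral wells and 100% = reference inhibitor wells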
DAGLB inh: diacylglycerol lipase beta (human) inhibition; Q8NCG7; HEK293T DAGLB membrane lysate, EnzChek fluorogenic substrate; inhibition, % at 5.17 µM; AID 504411; actives 0.059% (n = 340,000); in the data active = inhibition above about 34%;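 note: 0% = enzyme with vehicle and 100% = wells lacking enzyme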
SR-BI HDL uptake: mouse SR-BI HDL lipid transfer inhibition. Q61009. actives 0.96% (n = 320,000). AID 488896. inhibition, % at 12.5 µM. ldlA[mSR-BI] CHO cells, DiI-HDL uptake fluorescence, 3 h;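 active = mean replicate inhibition of at least 70% and a set share of replicates each scoring 70 or more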;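 note: 0% = median of neutral control wells and 100% = median of positive control wells; values of inactives mirror those of a sister screen read the other way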
Starred values were filed as active, the others as inactive; nt = no result given.

| Molecule | LANA DNA inh | Arr AP2 block | NSD2 inh | Cardiac RTF inh | Keap1-Nrf2 PPI | PKA-R2B act | SR-BI uptake up | PvdQ acylase | DAGLB inh | SR-BI HDL uptake |
| --- | --- | --- | --- | --- | --- | --- | --- | --- | --- | --- |
| CCn1nc(C)cc1C(=O)Sc1cccc(Cl)c1 | 4.0 | -16 | -3 | -6 | -4 | -8 | 11 | -4 | 5 | -11 |
| NS(=O)(=O)c1ccc(CCNC(=O)c2cccnc2)cc1 | -0.5 | 2 | 7 | 3 | -6 | 4 | -1 | -8 | 0 | 1 |
| COc1cccc(NC(=O)c2cc(S(=O)(=O)N3CCc4ccccc43)cn2C)c1 | 1.7 | 11 | nt | -8 | 4 | -2 | -36 | -3 | -2 | 36 |
| CN1C=CC(=CC=C2C=CC(=O)C=C2)C=C1 | -12 | -7 | nt | -6 | -29 | -12 | -7 | -18 | -3 | 7 |
| FC(F)C(F)(F)c1cc(-c2ccccc2)n[nH]1 | 0.4 | -2 | 25 | -3 | -6 | -13 | 3 | -5 | 1 | -3 |
| N#C/C(=C/c1ccc(O)c(O)c1)C(=O)NCc1ccc(Cl)cc1 | 2.6 | 39 | 78* | 0 | -3 | 10 | 0 | 2 | 45* | 0 |
| COc1ccc(-c2nnc3ccc(SCC(=O)NCc4ccco4)nn23)cc1OC | -0.4 | 2 | nt | 3 | -11 | -5 | 18 | -4 | 1 | -18 |
| CCOc1ccc(OCCn2c(SCC(=O)O)nc3ccccc32)cc1 | 2.6 | 6 | 0 | -7 | -5 | 3 | 1 | -14 | 2 | -1 |
| Cc1cccc(NC(=O)c2cc3c(=O)n4ccccc4nc3s2)c1 | -2.2 | 3 | -1 | -3 | -3 | 3 | -17 | -6 | 1 | 17 |
| S=c1[nH]nc(-c2ccc3ccccc3n2)n1-c1ccc2ncccc2c1 | -0.8 | -20 | 3 | 4 | 0 | -2 | 14 | 5 | 3 | -14 |
| Cc1cc(C(=O)NNC(=S)Nc2cccc(C(F)(F)F)c2)nn1C | -0.6 | 1 | nt | 3 | -5 | 2 | -18 | -2 | 4 | 18 |
| O=C(Nc1ccccc1-c1ccccc1)c1ccccc1Br | -0.5 | -15 | -1 | 4 | -4 | -10 | -10 | -8 | -3 | 10 |
| COc1ccc(S(=O)(=O)N(C)C)cc1NC(=O)c1ccc(OCC(=O)N2CCOCC2)c(OC)c1 | -0.2 | -4 | 2 | -5 | 5 | -11 | -11 | -10 | 3 | 11 |
| O=C(C[C@@H]1C/C=C\C[C@@H](Cc2ccc(F)cc2)C(=O)OC[C@H]2CCCN2C1=O)N[C@H](CO)Cc1ccccc1 | 1.6 | 32 | nt | -2 | 2 | 0 | -3 | 5 | -1 | 3 |
| O=C(c1ccco1)N1CCCC(c2nc3c(nnn3Cc3ccc(Cl)cc3Cl)c(=O)[nH]2)C1 (stereo not drawn) | -0.1 | 9 | 1 | -8 | -2 | -6 | nt | -6 | 3 | nt |
| COC(=O)c1sccc1NC(=O)Cn1cnc2c1c(=O)n(C)c(=O)n2C | -2.8 | 2 | 0 | -13 | -8 | -1 | -7 | -13 | -1 | 7 |
| Cc1cc(C)cc(N2CC(C(=O)OCC(=O)Nc3cc(C)on3)CC2=O)c1 (stereo not drawn) | -0.3 | -7 | 8 | -7 | -1 | 3 | -9 | -8 | 1 | 9 |
| N=C1/C(=C\c2ccc(OC(=O)c3ccccc3)cc2)C(=O)N=C2SC(N3CCOCC3)=NN12 | -0.4 | 34 | nt | 1 | 1 | 11 | -31 | 6 | 2 | 31 |
| COc1ccc(CN2CCNC(=O)C2CC(=O)NC2CCCCCCC2)cc1OC (stereo not drawn) | 1.1 | -2 | 4 | 4 | 2 | 1 | -3 | -10 | 4 | 3 |
| O=c1c2ccccc2nnn1CSc1ccc2c(c1)OCCO2 | 0.1 | 2 | 1 | 1 | 1 | 1 | 38 | -2 | -7 | -38 |
| O=C1C=C(c2ccc3c(c2)OCO3)CCC1 | -5.1 | 11 | nt | 0 | 2 | 4 | 0 | 15 | -3 | 0 |
| CS(=O)(=O)c1nc(S(=O)(=O)c2ccc(Cl)cc2)c(N2CCOCC2)s1 | -1.7 | -11 | -16 | -5 | 3 | 8 | 17 | -2 | -1 | -17 |
| COCCc1ncc(CN2CCC(C(=O)Nc3cccc(-c4cscn4)c3)CC2)cn1 | 0.0 | 28 | 0 | 6 | -3 | -3 | 1 | 5 | 0 | -1 |
| CC1Cc2ccccc2N1C(=O)CCS(=O)(=O)c1cccs1 (stereo not drawn) | nt | 5 | -1 | 4 | -1 | 4 | -13 | 6 | -3 | 13 |
| O=C(CCN1C(=O)C2CCCCC2C1=O)Nc1nc(-c2ccc(F)c(F)c2)cs1 (stereo not drawn) | 1.2 | 3 | -2 | -2 | -8 | -2 | -38 | 3 | -1 | 38 |
| O=C(NCC(c1cccnc1)N1CCN(c2ccc(F)cc2)CC1)c1ccco1 (stereo not drawn) | 0.2 | 11 | nt | -2 | -2 | -2 | 15 | 14 | 3 | -15 |
| CCC(C)NC(=O)C1CCN(S(=O)(=O)N2CCOCC2)CC1 (stereo not drawn) | -0.3 | 30 | -3 | -5 | -3 | 0 | 2 | -6 | 0 | -2 |
| Cc1sc2ncnc(NCCCN3CCCC3=O)c2c1C | -1.4 | -8 | -1 | 1 | 0 | -4 | -1 | -17 | 1 | 1 |
| COC(=O)c1cccc(NC(=O)c2ccc3c(c2)C(=O)N(Cc2cccnc2)C3=O)c1 | -1.3 | 35 | -2 | -3 | -5 | 5 | -19 | -6 | 2 | 19 |
| C[C@@H]1COC(=O)[C@@H](Cc2ccc(F)cc2)C/C=C\C[C@@H](CC(=O)N(CCO)Cc2ccccc2)C(=O)N1 | 1.4 | 5 | nt | 5 | 0 | 5 | 12 | -6 | -1 | -12 |
| COc1ccc(C(=O)CSc2nnc(-c3ccco3)c(-c3ccco3)n2)cc1 | 0.5 | 21 | 2 | 14 | 0 | -13 | 28 | 8 | 2 | -28 |
| O=C(Cc1ccc(F)cc1)Nc1cccc(-c2ccc3nncn3n2)c1 | -0.4 | 2 | 0 | -4 | 0 | -11 | nt | -6 | -2 | nt |
| c1ccc2c(c1)Cn1nc(Cc3nc4c(s3)CCCC4)nc1-2 | -0.8 | 12 | 3 | -1 | -4 | 9 | 11 | 1 | -1 | -11 |
| Cc1nn(-c2ccccc2)c(Cl)c1/C=N/NC(=O)c1ccccc1F | 0.2 | 39 | -1 | 4 | -2 | -1 | -20 | -7 | -3 | 20 |
| Cn1nnnc1SCC(=O)Nc1ncc(C(F)(F)F)cc1Cl | 0.4 | -17 | -4 | -7 | -3 | -5 | 1 | -8 | 2 | -1 |
| O=S(=O)(Nc1ccccc1Cl)c1ccc(NS(=O)(=O)c2cccs2)cc1 | 0.4 | 1 | -3 | -1 | -3 | -3 | 24 | -13 | 2 | -24 |
| COc1ccc(-c2cc(C)no2)cc1S(=O)(=O)N1CCN(C(=O)c2ccco2)CC1 | -0.7 | 28 | -3 | -3 | -4 | -3 | 17 | 9 | 0 | -17 |
| Cc1cccc(NC(=O)Nc2nnc(N3CCCCC3C)s2)c1C (stereo not drawn) | -0.6 | 20 | nt | -13 | 2 | -2 | 23 | -1 | 1 | -23 |
| O=C(COC(=O)c1ccc([N+](=O)[O-])s1)Nc1ncc(C(F)(F)F)cc1Cl | -0.2 | 1 | 75* | -3 | 2 | -5 | -10 | 1 | 5 | 10 |
| COC(=O)C(NNc1ccc(F)cc1)(NC(=O)c1ccccc1)C(F)(F)F (stereo not drawn) | 0.2 | 52 | -2 | 1 | -6 | -11 | 23 | 11 | -6 | -23 |
| N#Cc1c(N)nc2c(c1-c1ccc(F)cc1)CCC2 | -1.2 | -6 | 1 | 4 | -2 | -10 | -13 | -8 | -2 | 13 |
| O=C(O)c1cccc(NC(=S)N/N=C/c2cccc(O)c2)c1 | -1.1 | -5 | -1 | -7 | -1 | 10 | -3 | -1 | -3 | 3 |
| Cc1ccc(S(=O)(=O)N2CCC(=O)N(CCOC(=O)Nc3ccc(F)cc3)CC2)cc1 | 0.9 | -3 | nt | -1 | 2 | 4 | 20 | 0 | -3 | -20 |
| Cn1nc(-c2ccc(N3CCOCC3)c(NS(=O)(=O)c3ccc(Cl)cc3)c2)c2ccccc2c1=O | -2.4 | -7 | 0 | 0 | -4 | -3 | -21 | -10 | -1 | 21 |
| COc1ccc(NC(C)=O)cc1CNC(=O)COc1ccccc1C(=O)Nc1cccc(C)c1C | -1.6 | -9 | 1 | 5 | -1 | 2 | 12 | -11 | 3 | -12 |
| COc1ccc(CCNC(=O)C2CCC(=O)N2Cc2ccccc2Cl)cc1OC (stereo not drawn) | -0.9 | -2 | 0 | -2 | -3 | 7 | 9 | -20 | 0 | -9 |
| O=S(=O)(Nc1ccc(Br)cn1)c1cccs1 | 0.7 | -3 | -2 | -2 | 0 | -19 | 11 | -8 | -2 | -11 |
| Cc1ccc(C)c(C(=O)C(C)Sc2nc3nn(-c4ccccc4)c(=O)c-3c3n2CCCCC3)c1 (stereo not drawn) | -1.6 | -5 | 2 | -4 | -4 | -7 | 19 | -8 | -1 | -19 |
| S=C(c1ccc2c(c1)OCO2)N1CCOCC1 | 0.3 | -19 | -2 | -2 | 1 | -3 | 9 | -4 | 1 | -9 |
| CCNCc1cc(Br)c(OCC(=O)Nc2ccccc2)c(OC)c1 | -0.9 | 5 | 40 | -4 | -5 | 1 | 7 | -11 | 1 | -7 |
| COc1ccc(S(=O)(=O)N2CCCC2C(=O)Nc2ccc(C(C)=O)cc2)cc1 (stereo not drawn) | -1.9 | -1 | nt | 6 | -2 | -4 | 2 | -14 | -2 | -2 |
| NNC(=O)c1cc2ccccc2cc1O | 1.1 | 17 | 2 | -8 | -4 | 10 | -13 | 1 | 1 | 13 |
| CC1(C)CC(=O)C(C=NCCN2CCN(C3CC(=O)N(c4ccc(Br)cc4)C3=O)CC2)=C(O)C1 (stereo not drawn) | -3.1 | 13 | 2 | nt | 0 | nt | 34 | -13 | nt | -34 |
| CCOC(=O)CSc1nc2c(c(=O)n1-c1ccc(OC)cc1)SCC2 | -0.1 | 14 | nt | -8 | -4 | 4 | 1 | -10 | 3 | -1 |
| COc1ccc(NC(=O)CCCc2ccccc2)cc1OC | -3.5 | -5 | 0 | -4 | -4 | 0 | -14 | -4 | -1 | 14 |
| CC1Cc2ccccc2N1S(=O)(=O)c1cccc(C(=O)NNC(=O)c2ccccc2F)c1 (stereo not drawn) | -0.3 | -8 | -1 | -7 | -4 | -6 | -1 | -8 | 2 | 1 |
